MT1-MMP act inh: blockers of MT1-MMP proenzyme processing, primary screen, HT1080 RFP-PRO-GFP cells, GFP/RFP fluorescence; Matrix metalloproteinase-14 (Homo sapiens), P50281; GFP/RFP ratio change, % at 20 µM; GFP/RFP ratio fluorescence, overnight; percent of plate control window, DMSO zero; 360,000 compounds, 0.061% hits;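 active = GFP/RFP ratio change of at least 30% with cell ATP level not reduced by more than half and red fluorescence within 50% of control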; note: strong numbers were not always called active
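Assay system: HT1080 RFP-PRO-GFP cells | Dosing: 20 µM single dose, 1% DMSO | Incubation: Cells overnight before dosing, compound overnight, 37 °C, 5% CO2 | Evaluation: GFP/RFP fluorescence ratio | Control set: DMSO-only wells and HT1080 RFP-L50D-GFP cell wells as references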
FAS-TE inh: FAS thioesterase domain inhibitors, primary screen, biochemical, fluorescence intensity, uHTS. Fatty acid synthase (Homo sapiens), P49327. recombinant FAS-TE, OMFH fluorogenic substrate, fluorescence endpoint. inhibition, % at 15 µM. 360,000 compounds, 0.67% hits;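 active = compounds whose normalised, plate-corrected inhibition of enzyme fluorescence in the single-dose primary screen is 50% or more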;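 note: 0% = DMSO with enzyme and 100% = substrate without enzyme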
Neddyl block: inhibitors of cullin neddylation, primary screen, biochemical, TR-FRET, uHTS, NAE and Ubc12; NEDD8-conjugating enzyme Ubc12 (Homo sapiens) + NEDD8-activating enzyme E1 regulatory …; calls only at 25 µM; 360,000 compounds, 0.58% hits; AID 651699, 2012; in the data active = inhibition above about 36%
SKN-1 inh: suppressors of acrylamide-induced Pgst-4::GFP reporter in worms, primary screen, SKN-1 inhibitor project, whole organism, uHTS, GFP/RFP fluorescence ratio, strain VP596 | C. elegans VP596 Pgst-4::GFP/RFP ratio, 24 h | 360,000 compounds, 0.49% hits | AID 624304, 2012 | inhibition, % at 21.8 µM;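 active = interference check ratio from 0.5 to 1.5 plus GFP to RFP signal ratio inhibition reaching or exceeding a fixed threshold, cut at about 30% in these data, passing the limit was not always enough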; note: some compounds called inactive have numbers as strong as hits
MsrA act: bovine MsrA enzyme activators, primary screen, biochemical, absorbance, HTS; 360,000 compounds, 0.3% hits; purified bovine MsrA, absorbance read-out; activation, % at 10.6 µM; in the data active = activation above about 7.5%;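 note: 0% = vehicle and 100% = reference activator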
eLon inh: inhibitors of E. coli Lon protease, primary screen, biochemical, fluorescence polarization | inhibition, % at 7.94 µM | AID 602123, 2011 | purified E. coli Lon protease | 360,000 compounds, 0.42% hits | P0A9M0; in the data active = inhibition above about 13%, passing the limit was not always enough;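 note: 0% = enzyme with probe and DMSO and 100% = no enzyme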
PABP1 MLLE inh: inhibitors of PABP1 MLLE–PAM2 peptide binding, primary screen, biochemical, fluorescence polarization, FITC-PAM2, GST-MLLE; Polyadenylate-binding protein 1 (Homo sapiens), P11940; inhibition, % at 20 µM; 360,000 compounds, 0.36% hits; AID 588489, 2011; in the data active = inhibition above about 35%, passing the limit was not always enough;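 note: plate controls were DMSO wells with GST-MLLE for no effect and wells lacking GST-MLLE protein for full effect; some results filed as inactive read as strong as hits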
Target sequence (P11940 whole entry, looked up): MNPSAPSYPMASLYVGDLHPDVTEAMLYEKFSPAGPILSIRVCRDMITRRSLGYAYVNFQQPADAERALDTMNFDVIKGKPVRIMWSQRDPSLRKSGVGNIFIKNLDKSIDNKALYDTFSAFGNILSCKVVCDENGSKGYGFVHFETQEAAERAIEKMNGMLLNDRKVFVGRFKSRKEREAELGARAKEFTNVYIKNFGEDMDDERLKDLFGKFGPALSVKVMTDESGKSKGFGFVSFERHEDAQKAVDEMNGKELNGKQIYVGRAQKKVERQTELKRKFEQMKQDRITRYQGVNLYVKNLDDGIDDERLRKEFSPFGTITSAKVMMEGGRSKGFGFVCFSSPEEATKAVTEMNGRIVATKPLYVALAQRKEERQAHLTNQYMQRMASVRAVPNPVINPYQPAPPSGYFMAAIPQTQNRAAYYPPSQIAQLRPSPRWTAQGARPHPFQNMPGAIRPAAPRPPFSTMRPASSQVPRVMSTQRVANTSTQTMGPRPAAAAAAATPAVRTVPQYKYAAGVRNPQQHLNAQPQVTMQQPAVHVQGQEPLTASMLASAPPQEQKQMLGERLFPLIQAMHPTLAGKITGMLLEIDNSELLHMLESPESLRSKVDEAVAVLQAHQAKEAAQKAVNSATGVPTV
NRP1-CendR mod: modulators of CendR peptide binding to NRP-1, primary screen, biochemical, fluorescence polarization, uHTS; inhibition, % at 25 µM; 360,000 compounds, 0.85% hits; FAM-RPARPAR peptide binding to NRP-1; Neuropilin-1 (Homo sapiens), O14786;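 active = inhibition or corrected inhibition above about 18%, plus a signal ratio from 0.5 to 1.5, limit read from the data, passing the limit was not always enough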; note: strong numbers were not always called active
Rin1-Abl PPI inh: inhibitors of Rin1-Abl protein binding, primary screen, biochemical, TR-FRET. AID 588664, 2011. 360,000 compounds, 0.4% hits. inhibition, % at 7.35 µM. Tyrosine-protein kinase ABL1 (Homo sapiens) + Ras and Rab interactor 1 (Homo sapiens), …; in the data active = inhibition above about 5%, passing the limit was not always enough
The depositor's hits bear a star; i = inactive; x = no result given; + = active, no number.

Molecule	MT1-MMP act inh	FAS-TE inh	Neddyl block	SKN-1 inh	MsrA act	eLon inh	PABP1 MLLE inh	NRP1-CendR mod	Rin1-Abl PPI inh
CCOc1ccc(NC2=NCC(=O)N2Cc2cccs2)cc1	-2.9	-5.1	i	9.3	1.2	5.1	-2.4	15.5	-2.1
COc1ccc(N(CC(=O)NC2CCCCC2)C(=O)CCC(=O)Nc2nc(C)cs2)cc1OC	0.7	-5.7	i	0.7	-1.2	4.3	-5.6	13.9	0.8
N#Cc1c(SCC(=O)Nc2cccc(C(F)(F)F)c2)sc2c(O)cc(=O)[nH]c12	1.2	7.2	i	-2.9	-3.5	-16.9	-23.1	-40.9	2.5
C=CCNc1nc(N)c([N+](=O)[O-])c(NC2CCCCC2)n1	-1.4	4.0	i	-4.1	-5.4	13.4	-7.2	0.6	0.6
COc1cc(OC)cc(C(=O)OCC(=O)c2cc(C)n(CC3CCCO3)c2C)c1 (centres undefined)	6.7	15.0	i	-10.6	-6.0	-4.8	6.7	4.7	-1.1
Cn1c(=O)c2cc(NC(=O)CCc3cccnc3)ccc2n1Cc1cccc(C(F)(F)F)c1	-5.7	-2.9	x	11.8	-2.0	1.9	-11.7	-33.6	-0.1
CSCCC(NC(=O)c1ccccc1Br)C(=O)Nc1ccc(C)cc1 (centres undefined)	-5.9	-6.3	i	8.1	-3.6	-4.3	1.3	-3.6	1.4
Cn1c(CN2CCOCC2)nnc1SCC(=O)NCCc1ccccc1	-1.4	-4.4	i	25.2	-1.8	-4.4	-0.6	1.5	0.6
CC(C)C(C(=O)NC1=NCCS1)c1ccc(Cl)cc1 (centres undefined)	-3.8	0.6	i	8.3	-8.9	1.2	-2.8	-22.0	-0.5
CCn1c(Oc2ccccc2)nc2c1c(=O)n(C)c(=O)n2C	-7.5	-4.6	i	7.9	-1.2	-2.4	12.9	19.8	0.5
COn1c(=O)c(-c2ccc(Cl)cc2)[n+]([O-])c2ccccc21	-8.1	-2.1	i	9.2	-2.3	-3.8	3.0	-3.1	-3.6
COc1ccccc1C(=O)Nc1cc2c(cc1C(=O)O)OCCCO2	1.3	-6.4	i	22.2	-0.9	-2.6	6.3	1.2	0.4
CCc1nnc(NC(=O)COc2ccccc2[N+](=O)[O-])s1	2.7	-3.9	i	-13.8	-4.7	4.5	-6.7	-8.2	1.0
COc1ccc(/C=C2\Oc3cc(OCC(=O)N4CCC[C@H]4CO)ccc3C2=O)c(OC)c1	-7.1	-1.8	i	0.2	-3.5	-51.9	-42.5	-33.2	-1.6
COc1cccc(C(C)(O)c2nc(-c3cc(F)cc(F)c3)cs2)c1 (centres undefined)	-8.7	28.0	i	10.3	2.6	-5.2	-7.5	-5.6	1.5
Cc1onc(-c2ccccc2)c1C(=O)N1CCN(S(=O)(=O)c2ccccc2C(F)(F)F)CC1	-2.7	-8.0	i	-8.4	-3.1	2.4	-5.0	-194.7	2.7
CCC(CC)NC(=O)CCCSc1nc2ccccc2[nH]1	2.8	-0.2	i	7.2	-1.9	2.8	-1.7	-8.4	-1.2
CC(=O)c1ccc(NC(=O)C2CC(=O)Nc3nc4ccccc4n32)cc1 (centres undefined)	3.3	-4.1	i	1.8	-1.9	3.1	-3.5	8.8	-2.3
O=C(C[C@@H]1C/C=C/CCCC(=O)O[C@H](c2ccccc2)CNC1=O)NCCO	5.9	-9.2	i	24.4	-0.8	11.9	3.6	3.8	0.8
COc1ccc(CNC(=O)CCNC(=O)c2ccco2)cc1OC	1.4	-8.1	i	-7.3	-6.2	15.7	5.1	3.8	4.2
COc1ccccc1-c1cc(NC=O)c2ncc(-c3cccc(C(F)(F)F)c3)n2c1	-8.9	14.3	i	10.4	-6.4	-10.9	-3.7	-0.8	-5.7
O=C(O)CCC(=O)N1N=C(c2ccc(Br)cc2)CC1c1ccc(Br)cc1 (centres undefined)	-1.1	14.0	i	10.9	-2.3	-4.0	-13.0	5.0	-0.6
C/C(=N\N=C(N)N)c1ccc(Cl)cc1	1.5	-5.3	i	1.6	-4.6	-19.1	-6.5	12.8	-1.5
O=C(CN(Cc1cccs1)C(=O)CSc1nnc(COc2ccccc2)o1)NC1CCCCC1	-5.0	16.4	i	8.5	-0.3	-1.4	-14.7	-3.1	-0.6
CC1Oc2ccc(C#N)cc2N(Cc2cccc(F)c2)C1=O (centres undefined)	-3.7	6.6	i	1.7	0.2	5.1	2.5	-2.6	2.4
COc1ccc(CC(=O)OCC(=O)Nc2c(C)n(C)n(-c3ccccc3)c2=O)cc1	1.2	-9.3	i	8.0	-1.2	0.4	-4.6	19.4	3.9
O=C(C1CCC1)N1CCN(c2ccccc2)CC1	-3.7	-6.3	i	9.7	-0.3	3.9	-3.0	9.4	-0.6
FC(F)(F)c1cccc(-c2nc3nc(Cl)c(Cl)nc3[nH]2)c1	-26.1	-0.8	i	1.0	12.0*	-6.6	-29.2	-50.4	-0.6
COc1cccc(NC(=O)NCCN2CCCCC2)c1	0.4	-6.8	i	17.6	-2.3	-2.5	-4.0	10.7	-3.9
Cc1ccc(-c2nc(C)sc2CC(=O)O)cc1	-1.8	0.1	i	-10.4	3.2	6.1	1.1	8.6	-2.7
COc1ccccc1/C=C(/C(=O)OCC(=O)N(C)Cc1ccccc1)c1ccccc1	-1.8	13.2	i	2.9	-9.2	-4.0	-5.6	-3.3	-1.2
CCOc1cc(S(=O)(=O)N2CCN(S(=O)(=O)CC)CC2)c(OCC)cc1-n1cnnn1	-1.3	1.2	x	10.2	-3.4	1.8	8.8	-7.3	-0.2
CC1CC(C)(C)NC(=S)N1CC(=O)NCc1ccc(Cl)cc1 (centres undefined)	-5.1	-9.1	i	9.3	-2.7	-14.6	-76.7	-4.0	3.2
CCN(CC(=O)NCc1ccc(F)cc1)CC(O)COCc1cccc(OC)c1 (centres undefined)	-4.7	-13.5	i	-21.5	-12.3	5.2	4.5	-6.7	5.3
Cc1cc[n+]2c3c(cccc13)CCC2	2.4	-13.9	i	18.1	-2.9	-12.7	2.6	-21.3	2.5
CCc1ccc(NC(=O)CN(c2ccccc2)S(=O)(=O)N(C)C)cc1	5.4	0.9	i	-6.7	-6.3	-1.6	4.0	4.1	8.1
C[C@H](CO)N1C[C@H](C)[C@H](CN(C)S(=O)(=O)c2ccccc2F)OCc2cnnn2CCCC1=O	2.3	-6.5	i	16.8	-0.7	-0.9	-0.5	2.6	2.5
CCN(CC)S(=O)(=O)c1ccc2c(c1)c(=O)c(C(=O)NCCOC)cn2C	-1.7	-2.1	i	7.7	-2.1	-6.3	-14.4	11.8	5.3
CC(=NNc1nc2ccccc2s1)c1ncccn1	-6.3	5.6	i	-14.5	-3.4	-17.7	3.9	-7.3	0.1
NS(=O)(=O)c1cccc(Nc2nc3ccccc3nc2NS(=O)(=O)c2ccc(Cl)cc2)c1	8.7	19.2	+	11.0	-1.4	-1.6	-6.6	5.3	-3.9
CCSc1nnc(NC(=O)C(CC)(C(F)(F)F)C(F)(F)F)s1	-3.1	-8.7	i	12.3	-0.6	-1.8	3.1	-8.9	-5.7
OC(c1cccc(CN2CCCCC2)c1)c1ncc(-c2cccc(C(F)(F)F)c2)[nH]1 (centres undefined)	2.7	-7.2	i	-6.6	-0.5	-2.0	1.0	5.2	3.1
O=C(CCCNS(=O)(=O)c1cccs1)N1CCc2ccccc2C1	-0.5	-3.1	i	-1.5	0.3	-3.6	9.8	3.8	2.3
COCC(=O)N(C)c1nnc(-c2cnccn2)s1	1.7	-5.8	i	3.6	-3.9	-7.5	-3.3	-1.4	-3.5
O=C(CC1C(=O)NCCN1Cc1ccoc1)NCCCn1ncc2ccccc21 (centres undefined)	-1.9	-3.4	i	3.0	1.0	7.7	5.3	2.9	7.4
COc1cc(NC(=O)c2cc3ccccc3o2)c(OC)cc1Br	0.5	-1.7	i	-2.8	-6.2	-0.1	-4.6	-5.2	-0.7
CC1CCCC(C)N1C(=O)COC(=O)Cc1c[nH]c2ccccc12 (centres undefined)	-1.2	-6.6	i	-5.4	-0.4	-8.9	4.0	-4.3	1.2
O=C(O)CCNC(=O)c1ccccc1	-4.5	-1.2	i	-5.0	1.1	-7.2	-15.8	-9.0	-3.6
CCCc1ccc(C(=O)CCC(=O)O)cc1	-0.8	-4.6	i	-15.7	1.4	-1.8	-2.5	-3.3	-1.3
COCCNC(=O)c1ccc2c(=O)n(Cc3ccco3)c(SCC(=O)NC3CCCCC3)nc2c1	1.6	0.5	i	-8.0	-2.1	-6.5	10.3	-2.3	2.4
O=c1oc2cccnc2n1CCS(=O)(=O)c1ccc(F)cc1	-2.2	-3.2	+	2.7	-2.4	-1.8	-0.6	6.7	0.9
COc1cccc2cc(-c3ccccc3)c(=O)oc12	-0.5	0.5	i	-4.0	-2.1	-1.1	-1.8	1.6	3.8
O=C(O)CSCC(=O)N1CCCN(c2nccc(C(F)(F)F)n2)CC1	-1.9	-2.3	i	3.1	-3.0	0.6	6.9	-1.9	-2.5
CC(C)(C)c1ccc(/C=N/Nc2cccc(C(=O)O)c2)cc1	-2.2	32.0	i	1.9	-1.3	2.3	3.1	-7.1	4.0
CCNC(=S)N=Nc1c(O)[nH]c2ccc(C(C)C)cc12	3.3	5.7	i	15.0	-3.9	22.7*	10.4	-2.7	-5.6
CCCC(C)NC(=O)/C=C/c1cccc([N+](=O)[O-])c1 (centres undefined)	-2.5	46.4	i	-2.3	-0.3	14.3	14.4	7.9	-2.2
Cc1ccc(-n2[nH]c3c4c(ccc3c2=O)C(=O)c2ccccc2C4=O)cc1	6.0	-9.2	i	-2.3	-2.7	-14.5	5.3	-9.7	-2.6
COc1ccc(/C=N/n2cncn2)cc1CSc1ccccn1	-2.0	-0.9	i	-14.3	-0.7	0.0	6.4	-3.8	-2.8
COCCn1c(N)c(N(Cc2ccccc2)C(=O)c2cc(=O)[nH]c3ccccc23)c(=O)[nH]c1=O	0.8	-8.0	i	-6.6	-4.2	-4.9	-8.0	0.6	3.3

3 entries drawn at random from the list so far, as already listed:
Molecule	MT1-MMP act inh	FAS-TE inh	Neddyl block	SKN-1 inh	MsrA act	eLon inh	PABP1 MLLE inh	NRP1-CendR mod	Rin1-Abl PPI inh
CCSc1nnc(NC(=O)C(CC)(C(F)(F)F)C(F)(F)F)s1	-3.1	-8.7	i	12.3	-0.6	-1.8	3.1	-8.9	-5.7
CCCC(C)NC(=O)/C=C/c1cccc([N+](=O)[O-])c1 (centres undefined)	-2.5	46.4	i	-2.3	-0.3	14.3	14.4	7.9	-2.2
CCN(CC)S(=O)(=O)c1ccc2c(c1)c(=O)c(C(=O)NCCOC)cn2C	-1.7	-2.1	i	7.7	-2.1	-6.3	-14.4	11.8	5.3

Bioassay records (PubChem)
